SIAE primary – human SIAE inhibitors, primary screen, biochemical, fluorescence polarization, FP-Rh probe, 1536-well HTS | SIAE FP-Rh probe binding | inhibition, % at 9.66 µM | 370,000 compounds, 0.69% hits;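 active = inhibition above a cutoff: mean of compounds within the control limits plus 3 SD of those, cut at about 17% in these data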;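 also: 0% = plate median of compound wells and 100% = probe without SIAE protein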
TCR-CD3 inh – inhibitors of human TCR-CD3 interaction, primary screen, biochemical, fluorescence, TAMRA-labeled TCR probe; T-cell receptor (TCR); 360,000 compounds, 0.37% hits; AID 651800, 2012; inhibition, % at 9.4 µM; in the data active = inhibition above about 19%;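 also: recombinant mutant TCR 2C K166C tagged with TAMRA read by polarization; 0% = receptor in buffer alone and 100% = receptor with positive control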
PRMT1 inh – PRMT1 methyltransferase inhibitors, primary screen, biochemical, fluorescence polarization; Protein arginine N-methyltransferase 1 (Homo sapiens), Q99873; recombinant PRMT1, activity-based probe fluorescence polarization; inhibition, % at 2.79 µM; 370,000 compounds, 1.3% hits; AID 652257, 2013;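 active = inhibition above about 21% made by adding two undisclosed values, limit read from the data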
Target sequence (Q99873 whole entry, looked up): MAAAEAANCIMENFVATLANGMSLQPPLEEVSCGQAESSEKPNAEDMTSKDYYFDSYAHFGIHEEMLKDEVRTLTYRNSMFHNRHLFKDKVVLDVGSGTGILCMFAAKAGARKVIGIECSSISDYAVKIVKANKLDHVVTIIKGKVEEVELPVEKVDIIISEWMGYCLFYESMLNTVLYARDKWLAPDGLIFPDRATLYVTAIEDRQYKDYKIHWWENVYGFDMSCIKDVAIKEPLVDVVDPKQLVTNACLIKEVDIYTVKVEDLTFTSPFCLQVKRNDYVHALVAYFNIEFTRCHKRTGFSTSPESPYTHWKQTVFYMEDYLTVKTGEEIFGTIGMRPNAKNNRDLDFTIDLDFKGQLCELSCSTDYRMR
Tn6 DDE FP – inhibitors of Tn6 peptide binding to fibrin DD(E), primary screen, biochemical, fluorescence polarization, human fibrin, Tn6 probe; AID 720509, 2013; inhibition, % at 8.3 µM; Fibrin DD(E) TRITC-Tn6 fluorescence polarization displacement; Fibrinogen beta chain (Homo sapiens), P02675; 370,000 compounds, 0.21% hits;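 active = inhibition above a per-campaign cutoff: mean of compounds within control limits plus 3 SD, cut at about 15% in these data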;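 also: 0% = median of all compound wells on the plate and 100% = blocking peptide control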
Target sequence (P02675 whole entry, looked up): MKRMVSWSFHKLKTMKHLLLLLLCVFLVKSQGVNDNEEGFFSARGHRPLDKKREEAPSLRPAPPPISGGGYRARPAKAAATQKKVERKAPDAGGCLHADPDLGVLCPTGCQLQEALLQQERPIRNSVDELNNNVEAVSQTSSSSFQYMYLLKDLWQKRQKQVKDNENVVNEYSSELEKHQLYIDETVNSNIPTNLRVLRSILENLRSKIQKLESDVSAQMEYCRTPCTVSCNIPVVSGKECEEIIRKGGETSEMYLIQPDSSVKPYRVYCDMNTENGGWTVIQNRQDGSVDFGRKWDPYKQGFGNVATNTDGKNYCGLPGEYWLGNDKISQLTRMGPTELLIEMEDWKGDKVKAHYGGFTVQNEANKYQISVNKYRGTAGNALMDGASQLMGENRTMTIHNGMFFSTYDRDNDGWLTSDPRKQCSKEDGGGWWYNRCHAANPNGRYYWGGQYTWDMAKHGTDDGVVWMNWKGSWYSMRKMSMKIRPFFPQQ
KLK7 zymogen act – proKLK7 zymogen activators, primary screen, biochemical, fluorescence intensity; Kallikrein-7 (Homo sapiens), P49862; purified proKLK7, EDANS-DABCYL substrate fluorescence; 100% is mature enzyme control, 0% vehicle; activation, % at 7 µM; 370,000 compounds, 0.9% hits; AID 652039, 2013;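 active = activation above the mean of all tested compounds plus 3 SD, computed per campaign excluding outliers beyond control limits, cut at about 13% in these data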
Target sequence (P49862 whole entry, looked up): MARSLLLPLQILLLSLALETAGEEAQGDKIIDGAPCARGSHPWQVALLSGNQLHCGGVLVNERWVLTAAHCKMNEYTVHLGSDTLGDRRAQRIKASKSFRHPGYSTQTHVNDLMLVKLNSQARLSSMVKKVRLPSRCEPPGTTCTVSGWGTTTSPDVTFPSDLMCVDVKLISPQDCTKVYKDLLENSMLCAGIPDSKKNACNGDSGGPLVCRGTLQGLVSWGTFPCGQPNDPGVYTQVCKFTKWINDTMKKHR
MBD2 inh – inhibitors of MBD2 binding to methylated DNA, primary screen, biochemical, TR-FRET, DNA-binding domain, human; Methyl-CpG-binding domain protein 2 (Homo sapiens), Q9UBB5; MBD2 binding to methylated oligonucleotide; inhibition, % at 4.4 µM; 370,000 compounds, 0.31% hits; in the data active = inhibition above about 13%
Tn7 DDE FP – inhibitors of Tn7 peptide binding to fibrin DD(E), primary screen, biochemical, fluorescence polarization, human fibrin, Tn7 probe | 370,000 compounds, 0.13% hits | FP displacement of FITC-Tn7 peptide from fibrin DD(E); 0% = median of compound wells per plate | inhibition, % at 8.3 µM | Fibrinogen beta chain (Homo sapiens), P02675;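 active = inhibition above the mean of compounds falling within the control limits plus 3 SD of them, cut at about 14% in these data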;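 also: 0% = plate median of compound wells and 100% = 10 µM Aha-Tn7 peptide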
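Measure: % inhibition scaled between sample-field median and high-control FP; Test system: human fibrin DD(E); Quantity: 2 µM final DD(E) protein; Doses: one dose, 8.3 µM nominal; Schedule: compound with protein 10 min, then 3 h after probe, room temperature; Detection: fluorescence polarization; Medium: Tris buffer with calcium and detergent, pH 7.8.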
UHRF1 binding – UHRF1 methylated DNA binding inhibitors, primary screen, counter-screen for MBD2 inhibitor project, biochemical, TR-FRET, human UHRF1, single concentration. UHRF1 binding to methylated oligo. inhibition, % at 4.4 µM. 370,000 compounds, 0.75% hits. AID 687016, 2013; in the data active = inhibition above about 21%;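 also: UHRF1 SRA domain binding a hemimethylated CpG hairpin DNA probe; 0% = median of test compound wells and 100% = reference inhibitor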
TDP2 absorb – human TDP2 enzyme inhibitors, primary screen, biochemical, epi absorbance, recombinant enzyme; Tyrosyl-DNA phosphodiesterase 2 (Homo sapiens), O95551; T5PNP hydrolysis, p-nitrophenol absorbance 415 nm; inhibition, % at 12.8 µM; 370,000 compounds, 0.34% hits; AID 720702, 2013;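 active = inhibition above the mean of all tested compounds plus 3 SD, set per campaign, cut at about 25% in these data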;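 also: 0% = DMSO with enzyme and 100% = buffer with substrate but no TDP2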
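Read-out basis: percent inhibition. System: recombinant human TDP2. Buffer or medium: Mg2+-containing Tris-HCl buffer, pH 7.5. Repeats: single replicate. Timing: reaction 2 h, 37 °C. Benchmarks: high control without enzyme, low control DMSO plus TDP2. Probe or stimulus: 5 mM T5PNP. Doses: 12.8 µM only. Measured by: epi absorbance of p-nitrophenol freed from T5PNP by hydrolysis.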
LEDGF integ inh – blockers of LEDGF/p75-dependent integrase strand transfer – biochemical, TR-FRET, high throughput, primary screen | TR-FRET IN-LEDGF/p75 DNA integration, Eu/Cy5 | AID 743269, 2014 | 370,000 compounds, 0.64% hits | HIV-1 integrase (with human LEDGF/p75) | inhibition, % at 3.7 µM;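 active = inhibition above the screen-wide mean plus 3 SD, cut at about 13% in these data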;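 also: signal is the Cy5 over europium emission ratio at 671 and 618 nm; 0% = plate median of compound wells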
* = called active by the depositor.

SMILES	SIAE primary	TCR-CD3 inh	PRMT1 inh	Tn6 DDE FP	KLK7 zymogen act	MBD2 inh	Tn7 DDE FP	UHRF1 binding	TDP2 absorb	LEDGF integ inh
COC(=O)[C@]12C[C@H](CC(=O)N3CCCCC3)C(=O)N(Cc3ccc4c(c3)OCO4)C1=C[C@H](COCc1ccccc1)O[C@@H]2C	13	0	1	11	-0.1	-1	2	-2	6	-1
CCC(CC)C(=O)Nc1cccc(C(=O)Nc2nnc(C)s2)c1	0	-3	2	-7	-0.5	-4	3	23*	-2	-3
Cc1ccc(-c2noc(CCCN3C(=O)c4ccccc4C3=O)n2)cc1	-4	0	0	-8	-0.2	0	-1	0	-10	-1
COc1ccc(NC(=S)NNC(=S)Nc2cccc(C(F)(F)F)c2)cc1	31*	-5	-1	-11	-0.1	2	-6	-1	1	1
CC1(C(=O)NS(=O)(=O)c2cccs2)CCN1C(=O)C1(c2ccccc2)CCCC1 (centres undefined)	6	0	1	1	-0.3	1	5	1	9	-3
COc1ccc([C@@H]2CC=C(C(=O)O)CN2S(=O)(=O)c2ccc(C)cc2)cc1OC	-5	0	4	-7	-0.8	9	0	3	-5	3
Fc1ccc(NC(=S)N2CCc3ccccc32)cc1	3	10	-2	11	-0.7	2	-7	-1	3	0
CC1CN(C2=N/C(=C/c3ccc4c(c3)OCO4)C(=O)N2)CC(C)O1 (centres undefined)	9	-7	1	7	0.8	-6	7	-3	2	-3
O=S(=O)(/C(=C/c1ccc(C(F)(F)F)cc1)c1nc2ccccc2[nH]1)c1ccccc1	-1	4	4	3	-0.2	3	4	2	-4	1
CN1C[C@@H]2[C@@H]3C(=O)N(Cc4ccccc4)C(=O)[C@@H]3[C@](Cc3ccccc3)(C1=O)N2C(=O)c1ccc(F)cc1	4	6	1	3	-0.3	4	6	-3	6	0
O=C1CC2(CCN(C(=O)c3ccc(Cl)cc3)CC2)Oc2ccccc21	3	-2	1	1	1.7	4	0	-1	6	-2
COc1cc2c(cc1OC)NC(=O)C2	1	-1	3	0	-0.2	-6	-1	-4	2	-6
O=C1Nc2ccccc2C(O)(C(=O)NCc2ccc3c(c2)OCO3)N1c1ccc(Cl)c(Cl)c1 (centres undefined)	-4	-2	2	-1	0.2	4	-4	-2	6	-2
Cc1ccc(C)c(S(=O)(=O)N2CCN(CC(=O)N3CCc4ccccc4C3)CC2)c1	-4	2	-1	7	0.3	-1	-1	0	-5	0
CN1C(=O)CC(P(=O)(c2ccccc2)c2ccccc2)N(C)C1=O (centres undefined)	-3	-2	1	-1	-0.4	0	6	0	-2	-1
O=C1C(=O)N(CC2CCCO2)C(c2ccccc2[N+](=O)[O-])/C1=C(/O)c1ccccc1 (centres undefined)	-4	-10	5	-8	-15	5	7	4	5	-3
CC1(C(=O)NCc2cccc3ccccc23)CCN1Cc1cc2ccccc2o1 (centres undefined)	-3	1	-1	-6	0.4	-2	2	1	3	-5
CCn1cc(C(=O)NCCC(C)C)c(=O)c2cc(F)c(N3CCN(C(=O)c4ccco4)CC3)cc21	5	-1	-2	12	-3.3	-2	2	-1	5	1
Cc1nn(Cc2ccc(F)cc2)c2sc(C(=O)Nc3nccs3)cc12	-11	-6	2	-4	-0.4	2	-4	-3	7	-1
Cc1[nH]c(=O)[nH]c(=O)c1Sc1ccccc1[N+](=O)[O-]	-3	-1	3	5	-0.2	1	-10	2	-14	11
O=C(O)CC1(CC(=O)NCc2ccc(-c3cccs3)cc2)CCCCC1	-2	-7	2	7	-0.3	7	-2	-1	15	-1
CSc1nsc(SC)c1C(=O)N1CCN(S(=O)(=O)c2ccc(C)cc2)C1C (centres undefined)	2	10	4	2	0.2	2	-1	2	-2	0
Cc1noc(C)c1S(=O)(=O)N(C)C[C@@H]1OCc2cnnn2CCCC(=O)N([C@@H](C)CO)C[C@H]1C	7	5	-2	-6	-2.5	-5	-3	-1	-2	2
Cc1ccc(NC(=O)C(=O)NNC(=O)c2cccs2)cc1	5	-4	13	1	0.0	2	-3	0	-2	1
Oc1ccc(C[C@H]2CNC(=S)N2CCc2cc(C(F)(F)F)cc(C(F)(F)F)c2)cc1	-2	-4	1	5	0.1	3	8	0	-5	-7
CCc1ccc(NC(=O)CCS(=O)(=O)c2ccc3c(c2)CCN3C(C)=O)cc1	5	2	3	-1	0.2	2	-10	1	-5	-1
Cc1ccccc1N1CCN(C2CCCN(C(=O)CCN3CCCO3)C2)CC1 (centres undefined)	-4	-2	-2	-9	-0.4	3	-4	3	-1	2
Cn1cc(C(=O)NCC(=O)Nc2ccccc2Br)cn1	-3	7	-2	1	-0.2	2	11	1	-5	0
COc1ccc(C2CC(=O)c3c(C)nc(N4CCN(Cc5ccccc5)CC4)nc3C2)cc1OC (centres undefined)	1	2	0	-6	0.1	1	-4	-3	-1	2
COc1ccc(NC(=O)C(NC(=O)c2ccc(=O)[nH]c2)c2ccc(C)cc2)cc1 (centres undefined)	-2	0	-1	1	0.5	1	-8	0	4	1
Cc1cc(C)c(C(=O)O)c(CC(C)(C)C(=O)O)c1	-4	0	6	0	0.5	2	1	-2	16	4
Cc1ccc(Nc2nc(N/N=C\c3ccc4c(c3)OCO4)nc(N3CCOCC3)n2)cc1	7	-12	2	-11	-0.5	6	1	2	-2	0
O=S(=O)(N/N=C/c1ccccc1F)c1ccccc1	13	3	4	5	-0.1	3	5	0	2	2
CCOc1ccc(CN2C(=O)c3ccccc3C2C(=O)NCc2cccnc2)cc1 (centres undefined)	3	3	3	-5	-0.7	-1	-4	1	-4	3
CCS(=O)(=O)n1nc(C(=O)N2CCOCC2)nc1N	2	-2	2	-5	-0.1	0	4	2	3	-3
CC1(C)CC(=O)C2=C(C1)OC(N)=C([N+](=O)[O-])C2c1cccs1 (centres undefined)	-3	-2	-1	5	0.1	5	-3	2	-2	-3
CCNC(=O)C1(C)CCCN(C(=O)c2ccc(F)c(C)c2)C1 (centres undefined)	-4	4	3	3	-0.7	-1	1	-3	-11	-1
Cc1sc(NC(=O)/C=C/c2ccco2)c(C(=O)OC(C)C)c1C	0	-3	4	-6	0.0	-2	-4	1	4	-2
COc1ccc2c(CC(=O)N3CCN(S(=O)(=O)c4cccs4)CC3)coc2c1	0	-4	-2	-14	-0.8	-6	2	5	-2	6
C/C(=N\OC(=O)C1CC1)C1CC1c1ccc(F)cc1 (centres undefined)	-3	7	-3	6	-0.3	1	4	0	10	1
CC(C)c1ccc(Nc2ncccc2C#N)cc1	0	-1	-2	1	0.6	-3	0	1	4	-3
COCCn1c(N)c(N(Cc2ccccc2)C(=O)COc2ccccc2F)c(=O)[nH]c1=O	-3	-5	5	-7	0.4	1	-2	0	0	-6
COc1ccc(-c2c(C#N)c(N)nc3c2CCC3)cc1	2	-1	-1	-1	-6.6	-3	5	0	5	-2
Cc1cccc(C(=O)Nc2cccc(C(=O)N/N=C/c3cccc(C)n3)c2)c1	-8	3	1	-5	-0.7	-2	-6	-4	-5	2
O=C(N/N=C/c1cccs1)c1cccc(NC(=O)c2ccccc2Cl)c1	-9	7	3	-7	0.0	-3	-4	-2	-2	0

Single records (already shown).
COc1ccc(-c2c(C#N)c(N)nc3c2CCC3)cc1 across the screens: SIAE primary: 2; TCR-CD3 inh: -1; PRMT1 inh: -1; Tn6 DDE FP: -1; KLK7 zymogen act: -6.6; MBD2 inh: -3; Tn7 DDE FP: 5; UHRF1 binding: 0; TDP2 absorb: 5; LEDGF integ inh: -2
CCOc1ccc(CN2C(=O)c3ccccc3C2C(=O)NCc2cccnc2)cc1 (centres undefined) across the screens: SIAE primary: 3; TCR-CD3 inh: 3; PRMT1 inh: 3; Tn6 DDE FP: -5; KLK7 zymogen act: -0.7; MBD2 inh: -1; Tn7 DDE FP: -4; UHRF1 binding: 1; TDP2 absorb: -4; LEDGF integ inh: 3

Later entries:
SMILES	SIAE primary	TCR-CD3 inh	PRMT1 inh	Tn6 DDE FP	KLK7 zymogen act	MBD2 inh	Tn7 DDE FP	UHRF1 binding	TDP2 absorb	LEDGF integ inh
Cc1ccc(Cl)cc1N(Cc1ccc(C(=O)NCc2cccnc2)cc1)S(=O)(=O)c1ccccc1	4	0	1	-4	-0.2	1	-11	6	1	-2
O=C(OCc1cc2ccccc2[nH]c1=O)C1CCCO1 (centres undefined)	-2	0	1	5	-1.0	-2	0	-1	-6	1
Cc1ccc(-c2csc(C(C#N)=C3CCCC3)n2)cc1	-1	5	-3	0	0.0	5	-6	1	6	2
CCOC(=O)CNc1nnc(SCC(=O)OCC)[nH]c1=O	-2	7	59*	-6	-1.2	-6	-2	-2	16	0
O=C(Cn1cnc2ccccc2c1=O)Nc1ccc(S(=O)(=O)N2CCOCC2)cc1	-8	-1	5	-2	-0.2	-2	5	3	-3	-10
CCCOc1ccccc1OCC(=O)Nc1cccc(S(=O)(=O)NC2=NCCC2)c1	4	6	2	-6	0.2	-3	-1	-2	2	-1
COc1cccc(-c2nc(CS(=O)CC(=O)NCc3ccc(F)cc3)c(C)o2)c1 (centres undefined)	-1	-2	0	3	0.3	3	1	-3	0	3
O=c1cc(CSc2ccc(Cl)cc2)nc(N2CCCCC2)[nH]1	-7	7	-1	-4	0.5	3	-6	2	-3	1
CCCC1(C(=O)OC)NC(c2ccc(OC)cc2OC)C2C(=O)N(c3cccc(C(C)=O)c3)C(=O)C21 (centres undefined)	-7	-2	0	7	-0.3	-5	5	0	8	-2
CCOC(=O)c1cccc(NC(=O)C2CCCN(S(=O)(=O)c3c(C)nn(C)c3C)C2)c1 (centres undefined)	0	-7	1	3	-0.7	3	-4	1	-8	-2
COc1ccc(Cc2c(C(C)(C)C)nc3ccc(C)cn23)c(C)c1	2	-5	6	-4	0.5	9	6	24*	3	3
Cc1ccc(S(=O)(=O)C(NC(=O)c2ccccc2)=C(Cl)Cl)cc1	-6	5	-2	-6	-0.7	-5	-5	-2	7	0
O=C(NCc1cccs1)C(=O)NCC1OCCCN1S(=O)(=O)c1cccs1 (centres undefined)	-3	0	3	3	-0.1	-3	-1	1	-1	-3
Cc1nc(SCC(=O)Nc2nnc(C(C)C)s2)n[nH]1	2	-1	3	1	1.0	2	3	2	-1	-5
O=C1CCCCC(=O)[C@H](O)C[C@H](COCc2ccccc2)O1	1	2	-5	3	0.5	-6	5	-1	-4	6
COc1ccc(CN(CCCN2CCOCC2)S(=O)(=O)N(C)C)cc1OC	1	9	0	6	-0.3	2	2	1	-1	1

Not a hit list, and some 4.6% of all compounds hit somewhere here.
